Screens: PubChem BioAssay, Sanford-Burnham Center for Chemical Genomics
EBI2 antag: EBI2 receptor antagonists, beta-arrestin recruitment, primary screen, cell-based, luminescence, 7a,25-OHC stimulation, uHTS; G-protein coupled receptor 183 (Homo sapiens), P32249; 7a,25-OHC stimulated; inhibition, % at 5 µM; 0.81% of 360,000 active; AID 651636, 2012; in the data active = inhibition above about 38%;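 note: enzyme fragment complementation signal reports receptor beta-arrestin coupling in cells; 0% = agonist plus DMSO wells and 100% = wells without agonist; some results beyond the cut were filed as inactive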
697 NFkB inh: inhibitors of PMA/ionomycin-induced NF-kB reporter, 697 cells, primary screen, B-cell NF-kB inhibitor project, cell-based, luminescence, uHTS; 697 B-cell NF-kB luciferase reporter, 16 h; AID 435022, 2010; inhibition, % at 4 µM; 0.33% of 330,000 active; in the data active = inhibition above about 35%
CXCR6 inh: CXCR6 receptor inhibitors, primary screen, cell-based, beta-arrestin, luminescence, CHO-K1 PathHunter, 1536-well | inhibition, % at 20 µM | C-X-C chemokine receptor type 6 (Homo sapiens), O00574 | 0.36% of 360,000 active; in the data active = inhibition above about 34%, passing the limit was not always enough;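 note: antagonist mode with CXCL16 agonist at 10 nM final; 0% = 10 nM CXCL16 with DMSO and 100% = unstimulated wells without agonist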
Jurkat NFkB inh: inhibitors of induced NF-kB luciferase reporter, primary screen, TCR NF-kB activation inhibitor project, cell-based, luminescence, uHTS; Jurkat, PMA/ionomycin-induced NF-kB luciferase reporter; inhibition, % at 4 µM; 0.53% of 330,000 active; in the data active = inhibition above about 50%
APJ antag: antagonists of human apelin receptor APJ, primary screen, CHO-K1 cells, beta-arrestin complementation, luminescence; AID 2521, 2010; P35414; 0.32% of 330,000 active; inhibition, % at 20 µM;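 active = inhibition above about 40% at 20 µM, limit read from the data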;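 note: cells challenged with 10 nM apelin-13 agonist together with compound; plate controls were apelin-13 plus DMSO wells for no effect and DMSO wells lacking apelin-13 for full effect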
Target sequence (P35414 whole entry, looked up): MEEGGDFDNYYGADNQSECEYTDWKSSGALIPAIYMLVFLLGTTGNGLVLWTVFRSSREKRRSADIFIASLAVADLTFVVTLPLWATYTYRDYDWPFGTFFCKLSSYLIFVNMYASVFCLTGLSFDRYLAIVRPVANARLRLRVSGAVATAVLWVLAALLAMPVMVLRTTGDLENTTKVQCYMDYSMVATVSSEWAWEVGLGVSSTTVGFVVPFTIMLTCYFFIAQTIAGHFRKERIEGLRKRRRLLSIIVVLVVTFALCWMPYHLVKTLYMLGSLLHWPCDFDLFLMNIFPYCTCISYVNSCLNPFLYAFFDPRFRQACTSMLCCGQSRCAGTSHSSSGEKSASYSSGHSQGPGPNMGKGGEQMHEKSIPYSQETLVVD
Gli-Sufu antag: Gli-Sufu pathway antagonists, primary screen, luciferase luminescence, Sufu-KO-LIGHT cells, uHTS; AID 588413, 2011; Sufu-KO-LIGHT fibroblasts, Gli luciferase reporter luminescence; 0.74% of 340,000 active; inhibition, % at 5 µM;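 active = inhibition above about 55%, limit read from the data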;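 note: 0% = DMSO-treated cells and 100% = wells with medium but no cells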
CCR6 antag: CCR6 receptor antagonists, primary screen, cell-based, CHO-K1, luminescence, beta-arrestin, uHTS; CHO-K1 CCR6 PathHunter beta-arrestin, CCL20-stimulated; inhibition, % at 20 µM; 0.49% of 340,000 active; AID 493098, 2011;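 active = compounds whose inhibition of the agonist-driven luminescence signal at 20 µM reaches about 50%, limit read from the data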;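 note: cells stimulated with CCL20 at 14 nM final; plate controls were DMSO with CCL20 for no effect and DMSO without agonist for full effect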
Target sequence (P51684 whole entry, looked up): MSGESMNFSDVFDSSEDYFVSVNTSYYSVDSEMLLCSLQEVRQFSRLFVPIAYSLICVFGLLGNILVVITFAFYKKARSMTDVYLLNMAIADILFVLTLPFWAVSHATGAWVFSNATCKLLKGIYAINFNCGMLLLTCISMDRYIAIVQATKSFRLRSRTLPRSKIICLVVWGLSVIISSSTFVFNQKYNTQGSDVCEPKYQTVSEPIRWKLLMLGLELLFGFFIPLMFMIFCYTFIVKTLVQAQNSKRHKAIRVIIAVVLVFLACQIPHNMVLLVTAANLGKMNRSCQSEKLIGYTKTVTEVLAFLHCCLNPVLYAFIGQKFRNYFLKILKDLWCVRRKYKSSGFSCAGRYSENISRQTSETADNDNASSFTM
UBC13 inh: UBC13 polyubiquitin chain formation inhibitors, primary screen, biochemical, TR-FRET, uHTS; inhibition, % at 20 µM; Ubiquitin-conjugating enzyme E2 N (Homo sapiens), P61088; 0.47% of 330,000 active; in the data active = inhibition above about 45%, passing the limit was not always enough
Target sequence (P61088 whole entry, looked up): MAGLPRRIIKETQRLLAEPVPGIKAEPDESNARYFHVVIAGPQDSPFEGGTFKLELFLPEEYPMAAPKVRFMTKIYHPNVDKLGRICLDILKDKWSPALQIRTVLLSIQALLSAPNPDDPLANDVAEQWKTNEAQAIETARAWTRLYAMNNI
Active calls of the source: *; x = not tested or not shown. No enrichment for hits. Share with any hit: about 3%.

SMILES	EBI2 antag	697 NFkB inh	CXCR6 inh	Jurkat NFkB inh	APJ antag	Gli-Sufu antag	CCR6 antag	UBC13 inh
CCc1cccc(NC(=S)N(CCN(C)C)C(C)c2ccncc2)c1 (stereo not drawn)	-14	10	-3	-2	10	5	1	5
Nc1cnn(Cc2ccc(F)cc2)c1	3	6	3	4	13	0	1	-8
CC(=O)Nc1ccc(NC(=O)C2CC(=O)N(Cc3ccco3)C2)cc1 (stereo not drawn)	-3	17	5	12	19	-5	5	-4
O=C1C(=C2CCc3ccccc32)Cc2ccccc21	-1	x	-2	x	x	-68	-1	x
Cc1ccc(C)c(Cn2c3ccccc3c3cnn(CC(=O)NCCCN4CCOCC4)c(=O)c32)c1	-1	-4	4	-11	25	43	14	10
CC1Cc2ccccc2N1C(=O)CSc1nnc(N)s1 (stereo not drawn)	-4	-4	-4	5	0	2	-4	3
O=c1[nH]c(Cc2ccccn2)nc2scc(-c3ccccc3Cl)c12	9	-30	2	-2	-10	9	1	-5
COc1ccc(C)cc1NS(=O)(=O)c1ccc2c(c1)CCN2C(C)=O	-5	3	-4	-5	-10	4	15	2
CC(=O)Nc1ccc(Oc2ccc([N+](=O)[O-])cc2Cl)cc1	-4	6	-7	8	-26	3	-11	-5
CCn1cc(C(=O)N2CCc3ccccc32)c(=O)c2cc(S(=O)(=O)N3CC(C)CC(C)C3)ccc21 (stereo not drawn)	9	0	3	16	-17	2	9	-8
Cc1ccc(Nc2nc(NCC3CCCO3)nc(N)c2[N+](=O)[O-])cc1 (stereo not drawn)	1	-20	4	1	-18	-4	-6	5
Cc1ccc(S(=O)(=O)N2CCOCC2)cc1NC(=O)C1CC(=O)N(c2ccc3c(c2)OCCO3)C1 (stereo not drawn)	-7	3	0	0	26	-1	12	-5
CCN(CC)C1=NS(=O)(=O)c2cc([N+](=O)[O-])ccc21	-11	16	-27	4	-32	11	-20	-4
C=CCOc1ccc(CNCC2CCCO2)cc1 (stereo not drawn)	-2	4	1	-6	8	6	12	2
COCCNC(=O)C(c1ccc(C)o1)N(Cc1ccc(OC)cc1)C(=O)Cn1nnc2ccccc21 (stereo not drawn)	0	18	-1	-10	-1	3	-4	5
COc1ccccc1NC(=O)Nc1nnc(Cc2ccccc2F)s1	8	12	-1	-23	-12	1	-2	-7
COc1ccc(C(=O)COc2ccc3ccc(=O)oc3c2)c(OC)c1	7	12	-2	26	-2	-1	0	5
CCOc1ncccc1C(=O)OC(C)C(=O)NC1CCCCC1 (stereo not drawn)	-10	-22	-6	5	10	15	3	-6
CN(c1ccccc1C(=O)Nc1ccc(S(=O)(=O)N2CCCCC2)cc1)S(C)(=O)=O	2	1	-6	4	5	-3	1	9
OC(COCc1ccccc1)CN1CCc2ccccc2C1 (stereo not drawn)	20	-20	4	5	-3	10	2	2
COc1cc(C(=O)NCCCn2ccnc2)cc(OC)c1OC	-4	13	-5	1	9	1	9	7
S=C(NCc1ccco1)Nc1ccc(Cl)cc1	-6	-3	-1	-3	4	6	4	-2
Cc1ccc(Cn2ccc(NC(=O)c3cc(-c4ccc5c(c4)OCO5)on3)n2)cc1	-3	x	10	x	x	-11	11	x
CN(C)S(=O)(=O)c1ccc(C(=O)Nc2cccc(S(=O)(=O)NC3=NCCC3)c2)cc1	0	13	-6	-13	6	2	1	-5
Cc1sc(NC(=O)/C=C/c2ccc3c(c2)OCO3)nc1-c1ccccc1	31	6	5	40	8	16	17	0

The last five entries of the part before lead into the next:
SMILES	EBI2 antag	697 NFkB inh	CXCR6 inh	Jurkat NFkB inh	APJ antag	Gli-Sufu antag	CCR6 antag	UBC13 inh
COc1cc(C(=O)NCCCn2ccnc2)cc(OC)c1OC	-4	13	-5	1	9	1	9	7
S=C(NCc1ccco1)Nc1ccc(Cl)cc1	-6	-3	-1	-3	4	6	4	-2
Cc1ccc(Cn2ccc(NC(=O)c3cc(-c4ccc5c(c4)OCO5)on3)n2)cc1	-3	x	10	x	x	-11	11	x
CN(C)S(=O)(=O)c1ccc(C(=O)Nc2cccc(S(=O)(=O)NC3=NCCC3)c2)cc1	0	13	-6	-13	6	2	1	-5
Cc1sc(NC(=O)/C=C/c2ccc3c(c2)OCO3)nc1-c1ccccc1	31	6	5	40	8	16	17	0
Cc1ccc(CN2CCN(/N=C/c3cc(Br)ccc3F)CC2)cc1	3	-3	1	-10	-1	28	5	-14
O=c1nc2s/c(=C\c3ccco3)c(=O)n2nc1Cc1ccccc1	-17	13	-9	-1	7	7	2	-6
O=C(Nc1nc(-c2cccc(Br)c2)cs1)Oc1ccccc1	-4	-41	0	-30	-14	-7	2	-9
COc1ccccc1CNC(=O)C1CC(c2ccccc2F)=NO1 (stereo not drawn)	-4	17	4	2	10	-5	-4	10
COc1ccc(C(OC(=O)c2ccco2)C(=O)NCC2CCCO2)cc1 (stereo not drawn)	-1	15	-3	2	0	-3	5	2
Cc1ccc(NC(=O)CN(C)C(=O)c2ccc(S(=O)(=O)N(C)c3ccccc3)cc2)cc1	9	24	-2	12	4	1	14	5
Cc1nn2c3c(cnc2c1-c1ccccc1)C(=O)CC(c1ccccc1)C3 (stereo not drawn)	20	17	14	8	4	4	17	13
COc1ccc(Oc2ccc(C(F)(F)F)cc2N)cc1	20	-6	2	-21	4	-24	9	2
CCC(=O)NC(=S)Nc1ccc(NC(=O)c2ccco2)cc1	-15	5	9	-20	-2	-15	8	4
C=CCn1c(CCNC(=O)c2cccs2)nnc1SCC(=O)c1ccc(Br)cc1	18	14	3	-10	-1	1	9	-9
O=S(=O)(c1ccccc1)N1CCC(N2CCCCCC2)CC1	-4	-3	2	-19	3	8	-4	9
CCC1(C)Cc2c(C#N)c(SC)nc(N3CCOCC3)c2CO1 (stereo not drawn)	12	-21	3	14	19	2	-6	21
CCNC(=S)N(CCc1c(C)[nH]c2ccc(Cl)cc12)Cc1cccnc1	7	-20	2	-29	11	10	16	14
C=CCn1c(SCC(=O)c2ccc(O)c(O)c2)nnc1-c1cccc(Cl)c1	1	-16	1	-1	-9	35	4	-27
O=C(C1=C(O)C(=O)N(c2ncccn2)C1c1ccc(Cl)cc1)c1ccco1 (stereo not drawn)	-4	12	4	-14	3	10	8	-23
Cc1cc(Nc2cnc3ccccc3n2)n(-c2ccccc2)n1	-12	10	5	-15	8	6	16	6
CCc1ccc(CN(C(=O)c2cc3ccccc3oc2=O)C2CCS(=O)(=O)C2)cc1 (stereo not drawn)	3	-9	0	-50	-2	-17	-8	-10
CCOC(=O)N1CCC(Nc2ncnc3c2cnn3-c2ccc(Cl)cc2)CC1	7	x	1	x	x	11	-5	x
O=C(CNCc1ccccc1)Nc1ccccc1-c1ccccc1	-3	-5	8	3	9	1	6	1
Cc1ccc(N=Nc2ccc(C)cc2NC(=O)Nc2ccccc2F)cc1	-5	-11	9	-10	19	-15	15	-20
Cc1cccc(NC(=O)CN2C(=O)CCSc3ccc(S(=O)(=O)N4CCOCC4)cc32)c1C	-5	-1	-5	13	-2	-5	9	-3
CC1CCC(=NO)C(=NO)C1 (stereo not drawn)	4	x	-1	x	x	7	2	x
Cc1csc2sc(-c3ccnc(SCC(=O)NCc4ccccc4)n3)c(C)c12	0	-42	6	69*	-6	-3	14	-11
O=C(CN1C2=NCCN2c2ccccc21)c1ccc2c(c1)OCO2	2	-5	5	4	6	-18	0	0
CC(=O)N1CCC2(CC1)C(C#N)=C(N)Oc1n[nH]c(C(F)(F)F)c12	2	14	3	-12	4	-2	10	-7
(further entries)
SMILES	EBI2 antag	697 NFkB inh	CXCR6 inh	Jurkat NFkB inh	APJ antag	Gli-Sufu antag	CCR6 antag	UBC13 inh
O=C(O)c1ccc(Nc2cccc(F)c2)c([N+](=O)[O-])c1	-16	22	3	-3	21	10	21	-17
COc1ccc(NC(=O)CCCNC(=O)Cn2cnc3sc(C)c(C)c3c2=O)cc1Cl	10	3	3	1	12	43	3	0
CCCN1CCN(C(=O)c2oc3c(Cl)cccc3c2C)CC1	13	11	-15	6	23	10	3	4
Cc1nn2c(=O)c(NC(=O)c3ccc(F)cc3)cnc2s1	2	9	-5	-7	-25	13	1	-6
Cc1ccc(CNC(=O)C2CCCN(S(=O)(=O)c3ccc(-n4cnnn4)cc3)C2)cc1 (stereo not drawn)	-6	10	-2	-4	-5	0	11	-1
NC[C@H](Cc1ccccc1)NCCc1cc(C(F)(F)F)cc(C(F)(F)F)c1	2	12	1	2	12	6	17	66*
Cc1ccc2c(COC(=O)CNC(=O)c3ccccc3)cc(=O)oc2c1	-11	-69	-7	24	8	0	-1	-21
CCOC(=O)N1CCN(CC(=O)Nc2ccc(C)cc2)CC1	-9	14	-8	10	2	0	-9	-1
Cc1ccc(C(=O)CCC(=O)OC(C)C(=O)NC2CCCCC2C)cc1 (stereo not drawn)	0	18	1	6	7	20	15	-2
N#Cc1ccc(CSc2nnc(-c3ccncc3)n2CCc2ccccc2)cc1	7	-14	-13	13	10	3	3	5
N#Cc1cc(C(=O)c2ccccc2O)cn(-c2ccc(Cl)cc2)c1=O	-12	21	-21	18	-21	3	-41	-6
CCN(CC)C(=O)CCCSc1nnc(Nc2ccccc2F)s1	3	-24	6	-55	7	-39	1	6
Cc1nc(C)c(C(=O)OCC(=O)NCCc2ccc(S(N)(=O)=O)cc2)s1	6	5	-4	6	3	3	6	3
CC(=O)Nc1ccc(SC[C@H](c2ccccc2)N2CCN(CCc3ccccc3)CCC2=O)cc1	x	1	x	12	0	x	x	3
O=C(NC(Nc1ncc(S(=O)(=O)c2ccc([N+](=O)[O-])cc2)s1)(C(F)(F)F)C(F)(F)F)c1ccc(Cl)cc1	-10	5	4	3	-26	5	30	-10
Cc1ccc(NC(=O)CCNS(=O)(=O)c2cccc3nsnc23)cc1F	-1	2	7	7	5	-13	1	-1
Cc1cc(OCC(=O)NCC(c2cccs2)N2CCOCC2)ccc1C(C)C (stereo not drawn)	14	-11	-8	-11	-11	18	11	2
Cc1ccc(OCc2nc3ccccc3[nH]2)cc1	-4	-113	-10	-109	3	-96	3	-4
CS(=O)(=O)Nc1ccccc1C(=O)NCC1(N2CCCCC2)CCCCC1	-6	-27	-2	-3	-31	27	-1	10
O=C(Nc1ccc([N+](=O)[O-])cc1)Nc1ccc(Cl)cc1F	-23	-29	-5	-8	1	28	36	-1
CC(=O)c1cccc(OCC(=O)c2cc(C)n(-c3cc(C)on3)c2C)c1	30	1	-3	10	5	2	-25	-2
Cc1cc(SCC(=O)c2ccc(Cl)cc2)nc(=O)[nH]1	-3	-160	-3	-107	9	-89	6	-7
COCCCC1CCN(Cc2nc(-c3ccccc3)no2)CC1	4	-1	-3	-3	12	-16	20	2
CC(=O)c1cc2c(cc1NC(=O)CCc1ccccc1)OCO2	9	-58	-1	-11	-9	-7	-1	3
CCN(CC)CCOC(=O)c1ccc(NC(=O)c2cccc(C)c2[N+](=O)[O-])cc1	-7	-8	0	5	4	-8	14	-8
CCOC(=O)N1CCN(C(=O)CN2C(=O)NC(C)(c3ccc4ccccc4c3)C2=O)CC1 (stereo not drawn)	-3	24	-3	9	27	-5	4	-2
Cc1cc(Cl)ccc1OCC(=O)Nc1nc(-c2cccs2)cs1	0	-33	-4	-10	-6	-17	6	-6
O=C(NCc1ccc(F)cc1)C1CCC(CNS(=O)(=O)c2cccs2)CC1 (stereo not drawn)	24	-10	3	-6	-9	-4	0	-3
COC(=O)C1CCN(C(=O)C2CCC(=O)N(CCc3cccc(F)c3)C2)CC1 (stereo not drawn)	-7	-2	9	12	-1	5	7	-11
CN1CCN(C(=O)C2=C[C@H](c3ccc4c(c3)OCO4)C[C@H](OCCCCO)O2)CC1	9	11	-5	2	20	-4	3	6
